Screens: PubChem BioAssay, National Center for Advancing Translational Sciences (NCATS)
CXXC DNA block: blocks binding of human MLL CXXC domain to DNA | Q03164 | MLL-CXXC / FITC-HOXA9 DNA fluorescence polarization | Potency, µM (top dose mostly 115 µM), for inactives: at the top dose activity change, negative = inhibition, actives largely listed as inhibitors | 0.037% of 290,000 active | AID 2662; active means well fitted inhibition curve with a large enough effect in the polarisation, with a control signal flat, not every such curve was filed as active; inconclusive means small, poorly fitted or top-dose-only effect, or effect the other way, or a change in a side signal; inactive means no such curve, though single readings can be large or run the other way; the % refers to the polarisation; further: potency means the concentration at half of the fitted maximal effect
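Purified MLL-CXXC (added from a 7 uM solution) was preincubated 5 min at ambient with pinned compounds in 50 mM Tris-HCl pH 7.5, 50 mM NaCl, 1 mM DTT, 0.05% BSA. Fluorescein-labeled HOX-A9 DNA (50 nM solution) followed, 30 min, then polarization read.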
MBNL1-CUG inh: inhibitors of human MBNL1 binding to CUG repeat RNA. TR-FRET MBNL1-His/biotin-(CUG)12 binding, 665/545 ratio. Potency, µM (top dose mostly 57.5 µM), without a hit: top-dose activity change, negative = inhibition, actives largely listed as inhibitors. 0.036% of 280,000 active; active means well fitted inhibition curve with a large enough effect in the signal ratio, with a control signal flat, not every such curve was filed as active; inconclusive means small, poorly fitted or top-dose-only effect, or effect the other way, or a change in a side signal; inactive means no such curve, though single readings can be large or run the other way; the % refers to the signal ratio; further: potency means the concentration at half of the fitted maximal effect; on the % scale 0 is the no-effect control and ±100 the full control effect
Target sequence (Q9NR56 whole entry, looked up): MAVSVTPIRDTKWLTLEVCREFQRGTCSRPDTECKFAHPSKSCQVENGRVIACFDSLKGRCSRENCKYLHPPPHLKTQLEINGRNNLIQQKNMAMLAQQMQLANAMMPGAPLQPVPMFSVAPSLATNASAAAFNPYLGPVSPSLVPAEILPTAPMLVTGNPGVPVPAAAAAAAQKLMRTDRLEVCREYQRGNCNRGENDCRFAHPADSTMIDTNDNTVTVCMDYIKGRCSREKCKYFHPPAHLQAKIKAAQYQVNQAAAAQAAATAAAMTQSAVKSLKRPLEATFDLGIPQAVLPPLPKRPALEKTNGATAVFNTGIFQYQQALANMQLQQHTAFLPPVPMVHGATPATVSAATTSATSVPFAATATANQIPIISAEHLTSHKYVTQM
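TR-FRET between His-tagged MBNL1 and biotin-(CUG)12 RNA, detected with Tb anti-His antibody (0.055 ng/ul) and streptavidin-XL665 (5 nM), 60 min at room temperature. Compounds titrated 92 nM to 58 uM; 665/545 nm ratio normalized to buffer and complex controls.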
TSHR antagonist: blocks TSH signaling through the human TSH receptor. P16473. TSHR-expressing cells, TSH-stimulated cAMP HTRF, 2 h; hits give low values. activity change, negative = inhibition, % at 11.5 µM. 0.2% of 330,000 active;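 active means activity change below a set negative limit, meaning inhibition stronger than a set level, cut at about -70% in these data; inconclusive means activity change between two set negative limits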; further: on the % scale 0 is the no-effect control and ±100 the full control effect
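Competitive HTRF cAMP read-out (cryptate anti-cAMP antibody, cAMP-d2; 30 min, room temperature) in freshly harvested TSHR cells. Compounds added before TSH at EC80 (4nM final), followed by 2 hours' incubation at 37 deg C.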
PTAP TSG101 blk: blocks PTAP/TSG101 interaction to inhibit HIV-1 budding; Q99816; Fluorescence polarization, FITC-PTAP peptide / Tsg101 binding; Potency, µM (series often up to 115 µM), inactives show at the top dose activity change, negative = inhibition, usual class: inhibitors; 340,000 tested, under 10 active; AID 493005; active means well fitted inhibition curve with a large enough effect in the main read-out, with a control signal flat, not every such curve was filed as active; inconclusive means small, poorly fitted or top-dose-only effect, or effect the other way, or a change in a side signal; inactive means no such curve, though single readings can be large or run the other way; further: potency means the concentration at half of the fitted maximal effect; % of control where 0% means no effect
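Compounds were pin-transferred onto Tsg101 binding domain (10 uM final) in HEPES pH 7.5 buffer, then FITC-PTAP peptide was added at 50 nM final. After 20 min at RT, polarization reported peptide displacement across a qHTS concentration series.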
ASM inhibitor: human S-ASM enzyme inhibition | P17405 | 0.006% of 340,000 active | Potency, µM (top dose mostly 57.5 µM), without a hit: top-dose activity change, negative = inhibition, usual class: inhibitors | placental ASM, HMU-PC fluorogenic substrate, 60 min; further: potency means the concentration at half of the fitted maximal effect
Target sequence (P17405 47-631 limits assumed): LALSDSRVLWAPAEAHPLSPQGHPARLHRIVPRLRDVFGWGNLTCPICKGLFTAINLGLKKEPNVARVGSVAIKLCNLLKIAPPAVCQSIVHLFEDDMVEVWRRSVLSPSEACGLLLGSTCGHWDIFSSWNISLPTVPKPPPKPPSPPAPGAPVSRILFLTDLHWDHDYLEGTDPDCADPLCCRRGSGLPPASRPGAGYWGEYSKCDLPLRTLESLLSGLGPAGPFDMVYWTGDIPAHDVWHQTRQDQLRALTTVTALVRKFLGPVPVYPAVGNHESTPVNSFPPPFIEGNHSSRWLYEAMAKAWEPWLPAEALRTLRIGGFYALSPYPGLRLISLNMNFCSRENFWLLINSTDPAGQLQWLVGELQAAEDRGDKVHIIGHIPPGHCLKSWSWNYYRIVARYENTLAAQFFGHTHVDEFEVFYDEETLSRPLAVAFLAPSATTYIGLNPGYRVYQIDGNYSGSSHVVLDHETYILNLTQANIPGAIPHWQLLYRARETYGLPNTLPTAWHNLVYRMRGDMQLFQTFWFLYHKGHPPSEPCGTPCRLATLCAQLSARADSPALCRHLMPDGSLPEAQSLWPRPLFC
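Steps: dispense placental human ASM, pin compound, wait 10 min at room temperature, add HMU-PC0 substrate at 9 uM final, incubate 60 min at 37 °C, add stop solution raising pH to 10, read fluorescence.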
Menin-MLL TR inh: displaces Texas Red mutant MLL peptide from human menin. O00255. Menin + Texas Red MLL mutant peptide, fluorescence polarization. Potency, µM (doses to about 61.6 µM), inactives show at the highest dose FP activity change, negative = inhibition, usual class: inhibitors. 0.23% of 270,000 active. AID 1768; active means well fitted inhibition curve with a large enough effect in the polarisation, with a control signal flat, not every such curve was filed as active; inconclusive means small, poorly fitted or top-dose-only effect, or effect the other way, or a change in a side signal; inactive means no such curve, though single readings can be large or run the other way; the % refers to the polarisation; further: potency means the concentration at half of the fitted maximal effect; % of control where 0% means no effect; many of its hits are not listed in these tables
TCR act: T cell receptor activation; 330,000 tested, under 10 active; primary human leukocytes, anti-CD3, IL-2 HTRF, 48 h; Potency, µM (top dose mostly 9.22 µM), for inactives: top-dose activation of IL-2 secretion, most hits filed as activators; AID 504894; further: % of control where 0% means no effect
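Activity was scored as IL-2 release from primary human leukocytes given only a TCR signal (a-CD3 beads) plus compound for 48 hr. Detection used a two-antibody HTRF format read at 665nm.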
a7 integrin act: activates integrin-mediated alleviation for muscular dystrophy. alpha7betagal myoblasts, beta-gal FDG fluorescence, 48 h. Potency, µM (top dose mostly 38.3 µM), without a hit: at the highest dose activation, actives largely listed as activators. 0.064% of 350,000 active;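 further: potency means the concentration at half of the fitted maximal effect; 100% = response of the positive control SU9516; nearly all actives have a fitted effect of over 60% in size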
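alpha7betagal+/- myoblasts (passage 13, 250/well) treated 48 h at 37C with compounds at 1:260 dilution of DMSO stock. Lysed, then beta-galactosidase activity read as FDG fluorescence (ex 480/em 540) after 30 min, with pre-read for autofluorescence.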
A-T KAP1 phos: potential ataxia-telangiectasia treatments restoring KAP-1 phosphorylation. […] A-T fibroblasts, KAP-1 phosphorylation AlphaLISA; neocarzinostatin DNA damage 30 min before lysis. Potency, µM (titrated, usually from 57.5 µM), for the others: at the top dose activation, most hits filed as activators. 0.19% of 320,000 active. AID 485349; further: potency means the concentration at half of the fitted maximal effect; % of control where 0% means no effect; nearly all actives have a fitted effect of over 45% in size
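ATM-like activity read as KAP-1 phosphorylation via AlphaLISA donor/acceptor antibody pairs after lysis and 6 hr at 25C. Cells were ATM-null patient fibroblasts ([…], hTERT), dosed 60 min, then exposed to the DSB inducer NCS for 30 min.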
Mito fusion act: mitochondrial division inhibition or fusion activation; S. cerevisiae fusion-defective mutant growth rescue, CellTiterGlo 48 h; Potency, µM (top dose mostly 46.1 µM), inactives show at the top dose growth rescue (activation), usual class: activators; 0.23% of 320,000 active; AID 485298;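 further: potency means the concentration at half of the fitted maximal effect; % of control where 0% means no effect; nearly all actives have a fitted effect of over 45% in size; temperature-sensitive fusion mutants such as fzo1-1 at 37 °C on non-fermentable ethanol glycerol medium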
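Read-out: ATP-based luminescence (CellTiterGlo, 10 min ambient) reporting growth of fusion-defective ts yeast after 48 hours at 37C on glycerol/ethanol YPEG medium in the presence of compound.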
* = called active by the depositor; ? = inconclusive; · = not tested or not shown; [ ] = remark or other dose. Unless noted, the call rests on the fitted dose curve; in most records, active means well fitted curve in the direction sought with a large enough effect; inconclusive means small, poorly fitted or top-dose-only effect, or another doubt; inactive means no such curve, though single readings can be large; an effect the other way counts as inactive or inconclusive. This is a subset. The share of hits here may be higher or lower than overall.

SMILES | CXXC DNA block | MBNL1-CUG inh | TSHR antagonist | PTAP TSG101 blk | ASM inhibitor | Menin-MLL TR inh | TCR act | a7 integrin act | A-T KAP1 phos | Mito fusion act
COc1ccc(/C=N/NC(=O)c2cccc(NC(=O)c3ccccc3)c2)c(C(=O)O)c1OC | -7% | 5% | -2 | -4% | 2% | 0% | 1%[46.1 µM] | 3% | -3% | -4%
COc1ccc(CCN2CC(C(=O)NCC(=O)Nc3ccc(F)c(F)c3)CC2=O)cc1OC (configuration not stated) | · | · | 24 | -1% | -1% | · | -3% | -9% | 18% | 5%
CNC(=S)N1CCC(NC(=O)C(Cc2ccc(F)cc2)NC(C)=O)CC1 (configuration not stated) | -2% | 1% | -6 | -4% | 4% | -3% | -1% | 3.2µM* | -12% | -5%
O=C(CN1CCOCC1)NCCNS(=O)(=O)c1ccccc1 | 0% | -7% | 0 | · | 0% | -2% | 5% | 6% | 19% | 3%
C=CCNC(=S)NC(=O)c1csc([N+](=O)[O-])c1 | -23% | ? | -6 | -1% | -4% | · | 3% | 7% | 3% | -5%
Cn1ccc(C(=O)Oc2ccc(C(=O)Nc3ccc(F)cc3F)cc2)n1 | 42%[activator] | · | 1 | -4% | 5% | -3% | 9% | 12% | 1% | -1%
Cc1cc(C)cc(C(=O)NC(CC(N)=O)c2ccc(NC3CCCCCC3)c([N+](=O)[O-])c2)c1 (configuration not stated) | -17% | 3% | 6 | -4% | -2% | · | 0% | 0% | -9% | 2%
CCOC(=O)C(NCCc1ccccc1)(NC(=O)CC)C(F)(F)F (configuration not stated) | 10% | -12% | 1 | 2% | -1% | -10% | 5%[46.1 µM] | 25% | 3% | 5%
O=C(Nc1cc(=O)c2ccccc2o1)N1CCOCC1 | 2% | 2% | -8 | -3% | 2% | ? | -1% | -1% | 2% | 12%
O=S(=O)(c1ccccc1)N1CCN(C2CCCCCCC2)CC1 | -3% | -12% | 36 | 0% | -4% | 0% | -10% | -5% | 3% | 2%
CCn1cc(C(=O)NCc2ccccn2)c(=O)c2cc(S(=O)(=O)N3CCCCC3)ccc21 | ? | -5% | 4 | · | · | ? | · | · | · | 7%
O=C(NCCOCC(F)(F)C(F)F)c1cc(F)c(F)cc1Cl | -5% | 0% | 7 | · | 3% | -5% | · | 29% | -6% | 2%
O=C(COC(=O)CCc1ccccc1)Nc1cc([N+](=O)[O-])ccc1F | 2% | ? | -2 | 1% | -1% | 15% | 1% | -19% | -3% | -5%
CCN1C(=O)C(CC(=O)Nc2ccc(OC)cc2)N(CCCN2CCN(c3ccc(OC)cc3)CC2)C1=S (configuration not stated) | -7% | -12% | 10 | -3% | -3% | 18% | -3% | 21% | 0% | -11%
COc1ccc(S(=O)(=O)Nc2cc(C)c(O)c(S(=O)(=O)c3ccccc3)c2)cc1 | 18% | -3% | -11 | -3% | 0% | 7% | -3% | 3% | -1% | 5%
CC(C)NC(=O)NC(=O)CSc1nncn1C | -4% | -2% | 0 | 3% | 3% | 2% | 4% | 20% | -2% | -2%
CCC(Oc1ccc(Br)cc1)C(=O)N1CCN(c2ncccn2)CC1 (configuration not stated) | 15% | -6% | 2 | -2% | · | · | 0% | 2% | 3% | 0%
CCCCOc1ccc(C(=O)Nn2cnnc2)cc1 | 2% | -4% | -5 | -5% | -2% | 0% | 1% | -37% | · | -2%
O=C(O)c1cccc(NC(=O)c2cn(-c3ccccc3)nc2-c2cc3ccccc3o2)c1 | 6% | 9% | -32 | -3% | -4% | ? | 0%[46.1 µM] | -17% | 2% | 21%
CCOC(=O)c1c(N)n(CCOC(=O)c2cccs2)c2nc3ccccc3nc12 | 6% | ? | 4 | -4% | · | 8% | -9% | 17% | 16% | 0%
CCCCCCN1C2=NCCCN2c2ccccc21 | 8% | · | 2 | -2% | 3% | · | 1% | -42% | 9% | 11%
O=c1cc(CO)oc(C(Nc2ccccn2)c2ccc(C(F)(F)F)cc2)c1O (configuration not stated) | -17% | -3% | -2 | -9% | 4% | 22% | 3% | -12% | 2% | 3%
CCOC(=O)CSc1n[nH]c(=S)s1 | -3% | · | 22 | 1% | 1% | · | -1% | 16% | 1% | 3%
Cc1cc(C)c(C)c(OC(=O)c2sc(Cl)nc2C)c1 | 6% | 6% | -3 | -1% | 7% | -8% | -3%[46.1 µM] | -46%[inhibitor] | 10% | 7%
COc1cc(OC)c2c(-c3cccc(-c4ccc(CO)cc4)c3)cc(=O)oc2c1 | · | · | -4 | -5% | -7% | 16% | 2%[46.1 µM] | -37% | 11% | ·
CCn1c(CCNC(=O)c2ccc(Cl)cc2)nnc1SCC(=O)NC1CCCC1 | -9% | -3% | 9 | -12% | 2% | -24% | -4% | 13% | -10% | 3%
O=C(Oc1c(CN2CCOCC2)cc(Cl)c2cccnc12)c1ccccc1Br | -8% | · | -2 | -4% | -2% | · | -1% | -60%[inhibitor] | 11% | 5%
CC(=O)[C@@H]1[C@@H]2C(=O)N(c3ccccc3F)C(=O)[C@@H]2[C@H]2c3ccccc3C=NN12 | 9% | · | -1 | 1% | 9% | · | -5% | 11% | 3% | 1%
O=C(Cc1ccc(NS(=O)(=O)c2ccc(F)cc2)cc1)NCc1ccccc1 | 10% | -11% | -7 | -2% | -3% | -5% | -3% | 3% | -6% | 0%
O=C(Nc1cc(Cl)ccc1N1CCOCC1)c1ccco1 | -7% | -3% | -4 | 3% | -1% | · | -3% | -21% | 7% | 0%
COc1ccc(C(=O)C2CCCN(Cc3ccc4nonc4c3)C2)c(OC)c1 (configuration not stated) | -6% | ? | -1 | 2% | 0% | -14% | 6% | -34% | -5% | -2%
O=S(=O)(c1ccc(S(=O)(=O)N2CCC(O)CC2)cc1)N1CCCC1 | 12% | 2% | -2 | 1% | 3% | · | -2% | 1% | -1% | 1%
CC(C)(C)c1cc(CN2CCCCC2)cc(C(C)(C)C)c1O | -11% | -2% | -19 | · | · | · | · | · | 17% | 4%
CN(C)c1ccc(CNc2ncn[nH]2)cc1 | 0% | 3% | -4 | -7% | 3% | 3% | 2% | 24% | 4%[11.5 µM] | 4%
COc1ccc(C(C)=O)cc1COC(=O)c1cnc(Cl)c(Cl)c1 | 6% | -6% | -37 | 0% | -2% | 6% | -2% | -23% | -3% | 7%
COC(=O)C1=C(C)N(Cc2ccccc2)C(=O)/C1=C\c1ccco1 | 3% | 2% | 0 | 0% | -18% | · | 4% | 17% | -10% | 8%
O=C(COC(=O)c1n[nH]c2ccccc12)Nc1ccc(Cl)cc1[N+](=O)[O-] | -6% | ? | -18 | 1% | -23% | ? | -1% | ? | 6% | 17%
Cc1nnc(SCCn2c(N3CCCC(C)C3)nc3c2c(=O)n(C)c(=O)n3C)s1 (configuration not stated) | 2% | 1% | -4 | -6% | 9% | 0% | 4% | 13% | 4% | -3%
Cc1ccc(S(=O)(=O)N2CCC(C(=O)OCC(=O)Nc3cc(S(C)(=O)=O)ccc3Cl)CC2)cc1C | 3% | -1% | -10 | -7% | 2% | · | 8% | -15% | 2% | 0%
CC/C(=N\NC(=O)c1nnn(-c2nonc2N)c1-c1cccc(OC)c1)c1ccc(C)cc1 | 4% | 3% | 2 | 0% | -5% | 20% | -4% | 19% | -4% | 1%
NC(=O)CSc1nc(-c2ccccc2)nc2ccccc12 | -6% | 23% | -5 | -2% | -1% | -1% | 3% | 12% | 3% | 8%
O=C(NCC(=O)N1CC=C(c2ccccc2)CC1)c1ccc(F)cc1 | · | · | 0 | 0% | 1% | · | 3% | 1% | 17% | ·
CCCCN(CC)CCCNC(=S)Nc1ccc2nc3n(c(=O)c2c1)CCCCC3 | 1% | -14% | -2 | -7% | 8% | -1% | 3%[46.1 µM] | 18% | 5% | 2%
COCCOc1ccc(C(F)(F)F)cc1NC(=O)Cc1ccc(S(=O)(=O)N2CCOCC2)s1 | · | · | 18 | 0% | -6% | · | -3% | -32% | 6% | 0%
O=C(NNS(=O)(=O)c1ccccc1[N+](=O)[O-])c1cc2ccccc2cc1O | 7% | 4% | -12 | -4% | -10% | ? | 1% | ? | 2% | -6%
O=[N+]([O-])c1ccccc1Oc1cnc2ccccc2n1 | -2% | · | 16 | -4% | 0% | -20% | 0% | -41% | 9% | -1%
C/C(N)=C(/C#N)C(=O)CSc1cc(C)c2cc(C)cc(C)c2n1 | 11% | 1% | 3 | 3% | -1% | ? | 1% | 24% | 1% | -5%
